Bioassay records from PubChem.
S-ASM inh: Inhibitors of Secretory Acid Sphingomyelinase (S-ASM): qHTS; Sphingomyelin phosphodiesterase (Homo sapiens), P17405; placental ASM, HMU-PC fluorogenic substrate, 60 min; Potency, µM (series often up to 57.5 µM), without a hit: at the top dose activity change, negative = inhibition, most hits filed as inhibitors; hit rate 0.006% among 340,000; also: potency is read from the fitted curve at half-maximal effect
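Steps: dispense placental human ASM, pin compound, wait 10 min at room temperature, add HMU-PC0 substrate at 9 uM final, incubate 60 min at 37 °C, add stop solution raising pH to 10, read fluorescence.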
Eya2 inh: qHTS Assay for Inhibitors of the Phosphatase Activity of Eya2; Protein phosphatase EYA2 (Homo sapiens), O00167; recombinant Eya2, OMFP fluorescence dephosphorylation (OMFP is methylfluorescein phosphate); Potency, µM (doses to about 76.9 µM), without a hit: at the highest dose activity, negative = inhibition, actives largely listed as inhibitors; hit rate 0.006% among 330,000; AID 488837, 2010; also: potency is read from the fitted curve at half-maximal effect; % is scaled to controls: 0 for no effect and ±100 for the full control effect
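Eya2 (0.2 uM) preincubated 10 min at ambient with compound, then OMFP substrate added at 50 uM; 10 min reaction in 50 mM HEPES pH 7.5, 50 mM NaCl, 5 uM MgCl2, 0.05% BSA, 1 mM DTT. Fluorescence read at Ex 485/Em 525 nm.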
USP2a inh: qHTS Assay for Inhibitors of Ubiquitin-specific Protease USP2a Using CHOP2 as the Reporter; USP2 core, Ub-CHOP2 coupled fluorogenic reporter, 485/531; hit rate 0.01% among 330,000; Potency, µM (doses to about 38.3 µM), for the others: at the top dose activity change, negative = inhibition, most hits filed as inhibitors;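 also: potency is read from the fitted curve at half-maximal effect; plate controls were DMSO wells for no effect and full inhibition by NEM control for full effect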
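Deubiquitinase activity read as fluorescence (485/531 nm) after Ub-CHOP2 cleavage activates the enterokinase reporter on its substrate; USP2 core 10nM, Ub-CHOP2 and substrate 25nM each, 30min compound preincubation then 60min RT; data normalized to NEM, curves fitted.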
Menin MLL FP TR: qHTS Assay for Inhibitors Targeting the Menin-MLL Interaction in MLL Related Leukemias: Competition With Texas Red Labeled MLL-derived Mutant Peptide; O00255; Menin + Texas Red MLL mutant peptide, fluorescence polarization; Potency, µM (series often up to 61.6 µM), for the others: at the top dose FP activity change, negative = inhibition, usual class: inhibitors; hit rate 0.23% among 270,000; AID 1768, 2009; active = well fitted inhibition curve with a large enough effect in the polarisation, with a control signal flat, not every such curve was filed as active; inconclusive = small, poorly fitted or top-dose-only effect, or effect the other way, or a change in a side signal; inactive = no such curve, though single readings can be large or run the other way; the % refers to the polarisation; also: potency is read from the fitted curve at half-maximal effect; % of control where 0% means no effect; many of its hits are not listed in these tables
Target sequence (O00255 whole entry, looked up): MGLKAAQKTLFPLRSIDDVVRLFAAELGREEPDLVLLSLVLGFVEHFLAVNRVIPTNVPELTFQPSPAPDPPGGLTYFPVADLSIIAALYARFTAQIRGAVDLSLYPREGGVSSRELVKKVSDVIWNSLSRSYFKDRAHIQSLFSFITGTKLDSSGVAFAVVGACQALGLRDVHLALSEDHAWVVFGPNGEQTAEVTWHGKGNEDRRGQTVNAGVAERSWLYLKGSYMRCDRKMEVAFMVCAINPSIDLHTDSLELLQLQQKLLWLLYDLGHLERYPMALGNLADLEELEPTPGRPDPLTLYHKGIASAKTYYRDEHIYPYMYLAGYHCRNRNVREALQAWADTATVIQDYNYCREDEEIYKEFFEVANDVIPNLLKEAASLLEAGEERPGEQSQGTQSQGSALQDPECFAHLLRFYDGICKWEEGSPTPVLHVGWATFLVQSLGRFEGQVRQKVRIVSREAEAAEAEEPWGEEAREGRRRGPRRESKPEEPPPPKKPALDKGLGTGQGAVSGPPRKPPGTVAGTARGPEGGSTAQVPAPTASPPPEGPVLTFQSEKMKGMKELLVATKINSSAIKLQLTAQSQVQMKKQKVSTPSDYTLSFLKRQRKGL
PKM2 act: qHTS Assay for Activators of Human Muscle isoform 2 Pyruvate Kinase | Potency, µM (series often up to 57.5 µM), inactives show at the top dose activation, usual class: activators | Pyruvate kinase PKM (Homo sapiens), P14618 | AID 1631, 2009 | hit rate 0.34% among 260,000 | purified PKM2, Kinase-Glo ATP luminescence, activation; response scale: 0% is enzyme alone, no compound; also: potency is read from the fitted curve at half-maximal effect; % is scaled to controls: 0 for no effect and ±100 for the full control effect; nearly all actives have a fitted effect of over 55% in size
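Purified hPK-M2 (>95%) run at intermediate activity with 0.1 mM ADP and 0.5 mM PEP in 50 mM imidazole pH 7.2, KCl, MgCl2; 1 h room temperature. ATP formed read by Kinase-Glo luminescence; normalized to uninhibited and no-enzyme controls.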
MBNL1-CUG inh: qHTS Assay for Inhibitors of MBNL1-poly(CUG) RNA binding; Muscleblind-like protein 1 (Homo sapiens), Q9NR56; TR-FRET MBNL1-His/biotin-(CUG)12 binding, 665/545 ratio; Potency, µM (doses to about 57.5 µM), inactives show top-dose activity change, negative = inhibition, hits mostly inhibitors; hit rate 0.036% among 280,000; active = well fitted inhibition curve with a large enough effect in the signal ratio, with a control signal flat, not every such curve was filed as active; inconclusive = small, poorly fitted or top-dose-only effect, or effect the other way, or a change in a side signal; inactive = no such curve, though single readings can be large or run the other way; the % refers to the signal ratio; also: potency is read from the fitted curve at half-maximal effect; % is scaled to controls: 0 for no effect and ±100 for the full control effect
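TR-FRET readout: Ex 340 nm, 665/545 nm emission ratio, normalized to buffer-only (basal) and MBNL1-(CUG)12 controls. Complex of MBNL1-His with Biotin-(CUG)12, compounds 92 nM–58 uM, incubated 60 min at room temperature.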
Chronic BCR inh: qHTS Assay to Find Inhibitors of Chronic Active B-Cell Receptor Signaling; AID 493014, 2011; hit rate 0.05% among 340,000; ABC-DLBCL IkBa-CBG/CBR reporter, luminescence ratio, 4 h; Potency, µM (titrated, usually from 46.1 µM), for inactives: at the top dose ratio change, negative = lower green/red ratio, usual class: inhibitors; active = well fitted inhibition curve with a large enough effect in the signal ratio, with a control signal flat, not every such curve was filed as active; inconclusive = small, poorly fitted or top-dose-only effect, or effect the other way, or a change in a side signal; the % refers to the signal ratio;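 also: potency is read from the fitted curve at half-maximal effect; plate controls were basal doxycycline-induced cells for no effect and cells given 10 µM MG132 for full effect; MG132 reads +100%, hits lower the ratio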
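TMD8 human ABC-DLBCL cells with doxycycline-inducible IκBα–green luciferase fusion and unfused red luciferase, in 0.5% FBS medium; compounds up to 46 uM, 4 h at 37C. Green/red luminescence ratio, filter-overlap corrected, fitted to concentration-response curves.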
GALK inhibitor: qHTS Assay for Inhibitors of Human Galactokinase (GALK) | P51570 | Purified GALK, Kinase-Glo residual ATP luminescence | Potency, µM (doses to about 57.5 µM), without a hit: at the top dose activity change, negative = inhibition, hits mostly inhibitors | hit rate 0.007% among 270,000 | AID 1868, 2009; also: potency is read from the fitted curve at half-maximal effect; % is scaled to controls: 0 for no effect and ±100 for the full control effect
Target sequence (P51570 whole entry, looked up): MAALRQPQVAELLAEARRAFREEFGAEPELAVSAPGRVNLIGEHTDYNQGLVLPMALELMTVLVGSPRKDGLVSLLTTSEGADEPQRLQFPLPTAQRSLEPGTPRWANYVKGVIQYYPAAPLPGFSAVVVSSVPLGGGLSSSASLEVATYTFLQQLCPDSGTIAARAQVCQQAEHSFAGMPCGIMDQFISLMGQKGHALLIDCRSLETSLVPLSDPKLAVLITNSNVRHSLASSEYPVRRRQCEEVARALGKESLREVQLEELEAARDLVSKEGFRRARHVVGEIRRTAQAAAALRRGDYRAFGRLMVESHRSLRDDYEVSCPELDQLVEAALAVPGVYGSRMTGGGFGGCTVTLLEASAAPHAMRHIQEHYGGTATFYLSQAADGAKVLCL
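GALK at 5 nM final was combined with compound, 35 uM ATP and 100 uM galactose in HEPES pH8.0 with MgCl2 and DTT. The reaction ran one hour at room temperature before luminescent ATP detection.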
Mito fusion act: qHTS Assay for Small Molecule Inhibitors of Mitochondrial Division or Activators of Mitochondrial Fusion; S. cerevisiae fusion-defective mutant growth rescue, CellTiterGlo 48 h; Potency, µM (series often up to 46.1 µM), inactives show at the top dose growth rescue (activation), hits mostly activators; hit rate 0.23% among 320,000;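 also: potency is read from the fitted curve at half-maximal effect; % of control where 0% means no effect; nearly all actives have a fitted effect of over 45% in size; temperature-sensitive fusion mutants such as fzo1-1 at 37 °C on non-fermentable ethanol glycerol medium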
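Compounds are tested for their ability to restore growth of mitochondrial fusion-defective yeast strains at non-permissive 37C in YPEG medium over 48 hours. Viability is quantified by luciferase luminescence.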
hERG WT inh: qHTS for Inhibitors of KCHN2 3.1: Wildtype qHTS. U2OS, BacMam KCNH2, thallium flux FluxOr; active compounds read low. AID 720551, 2013. hit rate 0.37% among 340,000. Voltage-gated inwardly rectifying potassium channel KCNH2 (Homo sapiens), Q12809. activity change, % at 1.84 µM;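 active = maximum activity change below -70%; inconclusive = maximum activity change between -70% and -50%; inactive = maximum activity change above -50%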; also: % is scaled to controls: 0 for no effect and ±100 for the full control effect
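U2OS cells were transduced with wild-type KCNH2 virus (2.03 x 10^8 / mL) for 4 h at room temperature, then cultured overnight at 37 C. Thallium flux was read with FluxOr dye. Rate constants were normalized to DMSO controls.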
TSHR antagonist: Antagonists of the Thyroid Stimulating Hormone Receptor: HTS campaign; TSHR-expressing cells, TSH-stimulated cAMP HTRF, 2 h; active compounds read low; AID 504810, 2011; hit rate 0.2% among 330,000; activity change, negative = inhibition, % at 11.5 µM; Thyrotropin receptor (Homo sapiens), P16473;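 active = activity change below a set negative limit, meaning inhibition stronger than a set level, cut at about -70% in these data; inconclusive = activity change between two set negative limits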; also: % is scaled to controls: 0 for no effect and ±100 for the full control effect
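Inhibition of cAMP made by TSHR-expressing cells under TSH stimulation (4nM final, EC80; 2 h, 37 deg C) is quantified with a one-step lysis HTRF kit, anti-cAMP cryptate versus cAMP-d2.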
Starred values were filed as active, the others as inactive; ? = inconclusive; nt = not tested or not shown; [ ] = dose if it differs, or a comment. Unless noted, calls follow the shape of the dose curve; as a rule, active = well fitted curve in the direction sought with a large enough effect; inconclusive = small, poorly fitted or top-dose-only effect, or another doubt; inactive = no such curve, though single readings can be large; an effect the other way counts as inactive or inconclusive. Only part of the results is shown, so the mix of outcomes need not match the whole.

SMILES	S-ASM inh	Eya2 inh	USP2a inh	Menin MLL FP TR	PKM2 act	MBNL1-CUG inh	Chronic BCR inh	GALK inhibitor	Mito fusion act	hERG WT inh	TSHR antagonist
Cc1ccc(C)c(NC2=CC(=O)CC(C)(C)C2)c1C#N	4%	-20%	-1%	-12%	7%	-3%	-9%	0%	2%	-3	43
CCOC(=O)CN1C(=O)C(Sc2n[nH]c(-c3ccccc3)n2)CCc2ccccc21 (stereo not drawn)	-4%	-7%	-1%	-1%	0%	-4%	9%	2%	1%	3	-10
Cc1ccc(S(=O)(=O)NC2CCCCC2)cc1	0%	-5%	1%	nt	nt	nt	-5%	nt	-9%	6	4
COc1ccc(Cn2c(=O)oc3ccc(C)cc32)cc1OC	1%	-28%	-1%	-18%	-3%	-7%	-4%	0%	-5%	5	-10
CN1CCN(S(=O)(=O)c2cc(C(F)(F)F)ccc2Cl)CC1	-1%	-10%	0%	5%	-9%[11.5 µM]	-3%	-1%	-1%	1%	5	13
Cc1ccc(C(=O)NC(=O)OCCn2c(C)cnc2[N+](=O)[O-])cc1	0%	1%	4%	5%	nt	?	3%	2%	1%	5	-1
CC(=O)c1ccc(NC(=O)CC2Nc3cccc4cccc(c34)NC2=O)cc1 (stereo not drawn)	-4%	5%	-2%	?	17%	15%	-4%	0%	0%	-15	-1
Nc1c(Cl)cc(NC(=O)c2ccccc2C(=O)O)cc1Br	6%	-7%	1%	-3%	-7%	0%	-3%	1%	-1%	3	-3
CN1C(=O)CC(N2CCN(c3ccc(Cl)c(Cl)c3)CC2)C1=O (stereo not drawn)	1%	5%	3%	-9%	2%	-5%	-1%	1%	-4%	-6	2
COc1ccc(NC(=O)Nc2ccc(Cc3ccncc3)cc2)cc1OC	0%	-9%	0%	?	8%	-3%	9%	-1%	-4%	-1	4
CC(=O)Nc1ccc(NC(=O)COc2ncnc3ccccc23)cc1	4%	-12%	0%	9%	1%	0%	0%	-2%	-6%	5	-2
Cc1ccc(N=C2NC(=O)/C(=C/c3cccn3C)S2)cc1	-2%	19%	-1%	nt	1%	5%	?	5%	1%	-7	-5
COc1cccc(Oc2nc(N)ncc2[N+](=O)[O-])c1	5%	21%	2%	15%	-6%	?	-29%	13%	-11%	-1	9
Cc1ccc(C)c(S(=O)(=O)N2CCCC2CNC(=O)C(=O)NCc2ccccn2)c1 (stereo not drawn)	1%	13%	0%	nt	nt	nt	4%	nt	27%	4	32
CCCN(CC(=O)Nc1ccc(OC)c(OC)c1)CC(=O)Nc1ccc(F)c(F)c1F	-2%	-1%	-5%	14%	0%	-2%	0%	0%	6%	-11	19
CC1(C)Nc2ccccc2N(Cc2ccc([N+](=O)[O-])cc2)C1=O	0%	-1%	-1%	3%	nt	17%	-5%	0%	1%	2	3
Cc1csc(NC(=O)c2ccc[nH]c2=O)n1	-2%	5%	1%	-2%	-24%	4%	?	-2%	1%	6	1
COc1ccc(S(=O)(=O)Nc2ccc3c(c2)n(C)c(=O)n3C)cc1OC	0%	-7%	0%	-21%	nt	-1%	?	5%	-4%	4	-3
Cc1[nH]c2ccccc2c1C(c1ccncc1)N1CCN(c2ccccc2F)CC1 (stereo not drawn)	0%	-6%	-8%	0%	-2%	nt	?	-2%	2%	10	-13
Cc1nc(-c2ccc(Br)cc2)ccc1C(=O)O	-2%	4%	3%	-6%	-8%	-6%	4%	3%	9%	-13	6
CN(C(=O)COC(=O)c1ccc(Cl)c(S(=O)(=O)N2CCCCC2)c1)C1(C#N)CCCCC1	-4%	13%	2%	nt	nt	nt	-10%	nt	2%	5	-16
Cc1ccc(S(=O)(=O)N2[C@@H](c3ccc(F)cc3)C(C(=O)O)=CC[C@H]2c2ccc(C(C)C)cc2)cc1	-14%	15%	-8%	nt	nt	nt	4%	nt	-2%	17	10
CN1CCN(c2nc3c(c(=O)n(C)c(=O)n3C)n2Cc2ccc(Cl)cc2)CC1	5%	0%	0%	-10%	-2%	-9%	2%	3%	2%	1	3
CCOC(=O)C1=C(Nc2ccccc2)CC(C)(O)C(C(=O)OCC)C1c1ccc(Br)cc1 (stereo not drawn)	-14%	-15%	1%	-13%	-2%	-1%	2%	-1%	8%	-2	-5
CCCc1nnc(SCC(=O)Nc2nccs2)o1	3%	0%	2%	10%	14%	-7%	?	13%	6%	0	-7
CC(C)NS(=O)(=O)c1cccc2nsnc12	2%	3%	0%	16%	3%	?	2%	-1%	-2%	-2	14
Cc1cc2c(cc1C)-c1c(ssc1=Nc1ccc(S(N)(=O)=O)cc1)C(C)(C)N2	-16%	9%	-4%	?	21%	9%	-1%	-3%	-1%	-4	13
Cc1cc(C)n(CC(=O)Nc2ccc(N3CCOCC3)c(Cl)c2)c(=O)c1C#N	0%	11%	-1%	4%	6%	-4%	9%	0%	2%	-16	4
Cc1cc(C)n(C(=O)CCC(=O)Nc2ccc(C)c(C)c2)n1	-3%	-6%	5%	11%	1%	-11%	25%	0%	2%	-1	-4
Cc1cc(C(=O)COc2cc(F)ccc2[N+](=O)[O-])c(C)n1C1CC1	-3%	7%	0%	6%	0%	14%	-10%	1%	1%	-6	-15
COc1ccccc1NC(=O)c1[nH]c(C)c(C(C)=O)c1C	3%	-19%[15.4 µM]	1%	0%	7%	4%	-6%	1%	7%	2	-2
Cc1cccc(-n2cc[nH]c2=S)c1	1%	1%	-1%	0%	-10%	-11%	-2%	2%	-9%	25	18
Cc1occc1-c1nnc(SCC(=O)N2CCN(c3ccccc3F)CC2)n1C	nt	-1%	1%	-19%	1%	4%	0%	nt	0%	nt	-2
CCc1nnc(NS(=O)(=O)c2ccc(NC(=S)NC(=O)c3cccs3)cc2)s1	-1%	9%	1%	49%[activator]	-2%	-22%	?	-3%	6%	1	-22
CC(C)c1ccc(OCC(=O)Nc2ccc(OC(F)(F)F)cc2)cc1	4%	-3%	3%	-16%	-1%	1%	-7%	2%	-4%	9	-11
CCCC(=O)NC(c1ccccc1Cl)c1ccc2cccnc2c1O (stereo not drawn)	-2%	6%	-2%	nt	4%	9%	?	nt	4%	-17	-2
